Source: PubChem BioAssay (National Center for Advancing Translational Sciences (NCATS))
GLS inh = qHTS for Inhibitors of Glutaminase (GLS); AID 624170, 2012; GLS enzymatic activity, qHTS titration; 0.21% of 410,000 active; Potency, µM (titrated, usually from 45.5 µM), for the others: at the top dose activity change, negative = inhibition, usual class: inhibitors; note: potency is the fitted concentration of half-maximal effect; % is set by controls: 0 for no effect and ±100 for the full control effect
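Compounds were pin-transferred onto hKGA, after which L-glutamine (1 mM solution) and a detection mix of glutamate oxidase, HRP and Amplex Red were added. Initial and 30 min RT fluorescence reads were collected.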
G9a block = qHTS Assay for Inhibitors of Histone Lysine Methyltransferase G9a. Histone-lysine N-methyltransferase EHMT2 (Homo sapiens), Q96KQ7. G9a H3K9 monomethylation, AlphaScreen, 2 h. Potency, µM (doses to about 102 µM), for the others: top-dose activity, negative = inhibition, most hits filed as inhibitors. 8.8% of 350,000 active. AID 504332, 2011; note: potency is the fitted concentration of half-maximal effect; % is set by controls: 0 for no effect and ±100 for the full control effect; nearly all actives have a fitted effect of over 75% in size
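AlphaScreen detection with an anti-monomethyl H3K9 antibody quantified product after a 2 h room-temperature reaction containing 500 nM biotinylated H3K9 peptide, 20 µM SAM and 20 nM enzyme, which had been preincubated 15 min with compound.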
ERG Ets-DNA blk = qHTS for Small Molecule Inhibitors of the ERG Ets/DNA interaction. Transcriptional regulator ERG (Homo sapiens), P11308. fluorescence polarization, His-ERG Ets domain / labelled DNA. Potency, µM (titrated, usually from 76.9 µM), for the others: at the highest dose FP activity, negative = inhibition, hits mostly inhibitors. 0.028% of 370,000 active; active = well fitted inhibition curve with a large enough effect in the polarisation, with a control signal flat; inconclusive = small, poorly fitted or top-dose-only effect, or effect the other way, or a change in a side signal; inactive = no such curve, though single readings can be large or run the other way; the % refers to the polarisation;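 note: polarization taken with two DNA probes labelled with fluorescein and Texas red; potency is the fitted concentration of half-maximal effect; % of control where 0% means no effect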
Target sequence (P11308 whole entry, looked up, the tested form may be a part): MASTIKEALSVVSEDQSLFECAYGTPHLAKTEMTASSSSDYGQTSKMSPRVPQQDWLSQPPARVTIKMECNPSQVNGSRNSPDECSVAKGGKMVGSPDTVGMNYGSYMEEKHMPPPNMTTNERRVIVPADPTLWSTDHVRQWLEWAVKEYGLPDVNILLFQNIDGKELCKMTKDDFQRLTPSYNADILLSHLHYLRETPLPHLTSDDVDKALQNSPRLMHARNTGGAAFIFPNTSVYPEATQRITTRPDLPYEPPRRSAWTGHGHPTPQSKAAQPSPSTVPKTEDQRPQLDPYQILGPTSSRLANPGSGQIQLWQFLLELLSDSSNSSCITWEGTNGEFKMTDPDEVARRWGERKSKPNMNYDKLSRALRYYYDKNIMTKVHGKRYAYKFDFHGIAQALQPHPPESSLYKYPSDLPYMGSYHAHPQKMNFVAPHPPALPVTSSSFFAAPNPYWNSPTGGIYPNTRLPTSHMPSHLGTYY
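His-tagged ERG Ets domain (1 uM in the protein solution; 300mM KCl, 50mM Tris-HCl, 1mM EDTA, 1mM DTT, pH 7.5) received compound, then a probe mix of 5 nM fluorescein-DNA and 100nM Texas-615-DNA. Fluorescence polarization was read for both dyes.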
BAZ2B inh = qHTS Assay for Inhibitors of BAZ2B. Bromodomain adjacent to zinc finger domain protein 2B (Homo sapiens), Q9UIF8. AlphaScreen BAZ2B-H3K14Ac peptide displacement. Potency, µM (series often up to 114 µM), without a hit: top-dose activity change, negative = inhibition, hits mostly inhibitors. 4.4% of 360,000 active; note: potency is the fitted concentration of half-maximal effect; % is set by controls: 0 for no effect and ±100 for the full control effect; nearly all actives have a fitted effect of over 60% in size
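Compounds, titrated to a top concentration of 110 uM, were incubated 30 min at room temperature with preformed BAZ2B/acetyl-K14 H3 peptide complex (50 nM each). Proximity signal was measured by AlphaScreen after 20 min with beads.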
Pin1 inh = qHTS Assay to Find Inhibitors of Pin1; Peptidyl-prolyl cis-trans isomerase NIMA-interacting 1 (Homo sapiens), Q13526; Pin1 FP peptide displacement, HiFluor488, 10 min; Potency, µM (series often up to 115 µM), inactives show top-dose activity, negative = inhibition, actives largely listed as inhibitors; 0.009% of 390,000 active; AID 504891, 2011; active = well fitted inhibition curve with a large enough effect in the polarisation, with a control signal flat, not every such curve was filed as active; inconclusive = small, poorly fitted or top-dose-only effect, or effect the other way, or a change in a side signal; inactive = no such curve, though single readings can be large or run the other way; the % refers to the polarisation; note: potency is the fitted concentration of half-maximal effect; % is set by controls: 0 for no effect and ±100 for the full control effect
PI4K2A inh = qHTS for small molecular inhibitors of PI4K2A. activity change, negative = inhibition, % at 76.9 µM. Phosphatidylinositol 4-kinase type 2-alpha (Homo sapiens), Q9BTU6. purified PI4K2A, ADP-Glo luminescence, 1 h; hits give low values. 0.13% of 420,000 active; in the data active = activity change below about -50%; inconclusive = mostly about -30% to -49%;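 note: -100% = wells without enzyme as full effect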
Target sequence (Q9BTU6 whole entry, looked up): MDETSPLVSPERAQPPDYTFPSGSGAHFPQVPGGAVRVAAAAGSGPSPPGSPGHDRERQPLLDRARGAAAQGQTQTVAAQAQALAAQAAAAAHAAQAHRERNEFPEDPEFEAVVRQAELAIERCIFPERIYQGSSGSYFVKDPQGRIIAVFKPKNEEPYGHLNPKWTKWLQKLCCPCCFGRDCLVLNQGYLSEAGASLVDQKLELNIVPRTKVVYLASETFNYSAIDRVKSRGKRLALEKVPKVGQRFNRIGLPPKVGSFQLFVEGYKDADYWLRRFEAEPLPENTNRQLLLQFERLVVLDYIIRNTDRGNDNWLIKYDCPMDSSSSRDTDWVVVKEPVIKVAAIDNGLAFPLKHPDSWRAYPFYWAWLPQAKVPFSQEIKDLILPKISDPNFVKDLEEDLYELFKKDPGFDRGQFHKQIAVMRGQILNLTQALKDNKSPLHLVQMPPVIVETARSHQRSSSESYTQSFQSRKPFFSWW
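ADP-Glo luminescence measured ADP generated by PI4K2A enzyme (4 ug/mL before mixing) with 1.2 mM PI substrate (pre-mix) and 300 microM ATP (pre-mix). Tris pH7.5 buffer with MgCl2, Triton X-100; 1 h reaction at ambient temperature.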
PGK inhibitor = qHTS Assay to Find Inhibitors of Phosphoglycerate Kinase | PGK/GAPDH coupled, Kinase-Glo luminescence, 60 min | 0.043% of 380,000 active | Potency, µM (titrated, usually from 57.5 µM), for inactives: at the highest dose activity change, negative = inhibition, hits mostly inhibitors; note: potency is the fitted concentration of half-maximal effect; % is set by controls: 0 for no effect and ±100 for the full control effect; nearly all actives have a fitted effect of over 60% in size
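Luminescent ATP detection (Kinase-Glo Plus) follows a 60-minute room-temperature incubation, with wells lacking PGK as controls. Buffer: 100 mM TEA (pH 7.6), 5 mM MgCl2, 0.01% Tween-20. Coupling enzyme GAPDH (100 nM final) supplies unstable 1,3-BPG in-well.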
JMJD2A Tudor = qHTS Assay for Inhibitors of JMJD2A-Tudor Domain. AlphaScreen JMJD2A-Tudor / H3K4me3 peptide binding. Potency, µM (top dose mostly 114 µM), for inactives: top-dose activity change, negative = inhibition, usual class: inhibitors. 4.4% of 390,000 active; note: potency is the fitted concentration of half-maximal effect; % is set by controls: 0 for no effect and ±100 for the full control effect; nearly all actives have a fitted effect of over 50% in size
HP1b chromo inh = HTS for Inhibitors of HP1-beta Chromodomain Interactions with Methylated Histone Tails. Chromobox protein homolog 1 (Homo sapiens), P83916. AlphaScreen HP1-beta / biotin-H3K9me3 peptide binding. 0.56% of 390,000 active. AID 540317, 2011. Potency, µM (series often up to 114 µM), inactives show top-dose activity change, negative = inhibition, usual class: inhibitors; note: potency is the fitted concentration of half-maximal effect; nearly all actives have a fitted effect of over 70% in size; inactives centre near 23
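Compound inhibition of the preformed complex between 50 nM HP1-beta and 50 nM biotinylated H3K9me3 peptide was read by AlphaScreen. Buffer was PBS pH 7.4 with 0.01% Tween-20. Incubations ran 30 min at room temperature, with 10 ug/mL donor/acceptor beads.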
The depositor's hits bear a star; i = inactive; ? = inconclusive; / = no result given; [ ] = remark or other dose. Unless noted, calls come from the whole dose curve; as a rule, active = well fitted curve in the direction sought with a large enough effect; inconclusive = small, poorly fitted or top-dose-only effect, or another doubt; inactive = no such curve, though single readings can be large; an effect the other way counts as inactive or inconclusive.

PI4K2A inh	PGK inhibitor	Pin1 inh	G9a block	ERG Ets-DNA blk	GLS inh	JMJD2A Tudor	HP1b chromo inh	BAZ2B inh	compound
2	-5%	-1%	2%[59 µM]	-1%	-3%	-21%	12%	1%	COc1ccc(CCNC(=O)C2CCCN(c3nc4c(C)cc(C)cc4s3)C2)cc1OC (centres undefined)
3	-2%	-3%	-8%[59 µM]	-4%	5%	-32%	28%	-2%	CCn1c(SCC(=O)Nc2cccc(F)c2)nc2c(c1=O)SC(C)C2 (centres undefined)
1	0%	-12%	7%[59 µM]	-10%	1%	-8%	34%[activator]	4%	Cn1c(=O)n(-c2cccc(Cl)c2)c(=O)n1C
1	3%	-2%	16%	-4%	2%	0%	24%	-3%	O=C(NCCc1nccs1)C1CCC(=O)N(CCc2ccc(Cl)cc2)C1 (centres undefined)
-4	-1%	-1%	-10%[2.33 µM]	-1%	15%	-3%	29%	-1%	CC(=O)Nc1nc2cc(N)ccc2s1
2	-13%	5%	-11%[59 µM]	-1%	3%	-8%[11.4 µM]	-18%	-7%	O=C(Nc1ccc(-c2cn3ccsc3n2)cc1)C1CC1
-9	-7%	4%	21%	-8%	-2%	0%	-2%	-32%	CCOc1ccc(NC(=O)CSc2nnnn2C2CCCC2)cc1
1	-2%	-4%	14%[0.501 µM]	-16%	2%	-7%	12%	-33%	CCC(CC)COC(=O)C1=C(C)NC(=O)NC1c1cc(OC)ccc1OC (centres undefined)
2	-5%	0%	2%[59 µM]	-1%	3%	-4%	28%	0%	Cc1nnsc1NC(=O)OCc1ccc(Cl)cc1Cl
0	-2%	1%	?	-8%	17%	25µM*	-14%	?	COc1ccc2[nH]c(C)c(CCN3C(=O)C4CC=CCC4C3=O)c2c1 (centres undefined)
1	-8%	-3%	-36%	5%	2%	-9%	36%	-19%	CCN(Cc1ccccc1)c1c(C(=O)O)cnc2c1cnn2C
0	17%	0%	/	-2%	11%	-4%	53%[activator]	/	CN(CC(=O)Nc1ccccc1Br)C(=O)c1ccccc1OCc1ccccc1Cl
7	-2%	-6%	/	-3%	2%	-24%	37%	/	O=C(O)CCC(=O)OCCCc1cc2ccccc2c(=O)o1
-19	6%	-7%	?	-6%	-7%	?	-4%	?	C/C(=N\Nc1nncc2ccccc12)c1ccc(O)cc1
3	3%	-7%	22%[12.7 µM]	0%	7%	-2%	32%	2%	CC1CCCCC1NC(=O)CN1c2cccc3cccc(c23)S1(=O)=O (centres undefined)
1	10%	-2%	15%[59 µM]	0%	-15%	-4%	13%	-24%	Cc1ccccc1OCC(=O)Nc1ccc(C(=O)OCc2cc(=O)n3ccsc3n2)cc1
-3	-4%	7%	/	-6%	0%	-8%	27%	/	CN(C(=O)c1cccc(NC(=O)Cc2ccc(NC(=O)C3CCCN(C(=O)C4CCCCC4)C3)cc2)c1)C1CCC1 (centres undefined)
-1	1%	?	/	/	0%	-26%	29%	/	Oc1[nH]c2ccccc2c1N=Nc1ccccn1
-5	-7%	?	20µM*	-2%	?	?	?	40µM*	O=C(O)c1cc(N/N=C/c2c(O)ccc3ccccc23)ccc1Cl
3	-8%	-6%	39%[activator]	3%	-14%	-10%	-12%	-19%	O=C(CNC(=O)c1ccc(Cl)cc1Cl)Nc1ccc(F)cc1
-2	-9%	1%	/	-4%	-1%	-31%	22%	/	COc1ccccc1N(C)S(=O)(=O)c1ccc(C(=O)Nc2cccc(S(=O)(=O)N3CCOCC3)c2)cc1
0	-8%	-4%	?	5%	2%	-12%	26%	-13%	CNS(=O)(=O)c1cn(CC(=O)N2CCN(c3ccc(C)cc3C)CC2)cc1S(=O)(=O)NC
1	1%	1%	/	-3%	-4%	13%	27%	4%	COC(=O)c1cc(CNC(=O)c2sccc2-c2ccccc2)ccc1OC
-1	-3%	1%	-27%[59 µM]	1%	-13%	-32%	13%[57 µM]	-13%	CCn1c(SCc2c(F)cccc2Cl)nc(=O)c2c(C(=O)OC)cc(C3CC3)nc21
-4	i	?	-8%[59 µM]	5%	4%	-29%	-23%	-31%	COc1ccc(CNC(=O)/C(C#N)=C2\N=C(NC(=O)c3cccs3)c3ccccc32)cc1
-2	1%	?	4%[0.501 µM]	-4%	3%	12%	46%[activator]	5%	O=C(NC(=S)Nc1ccc(Br)c(Cl)c1)C1CC1
2	3%	-10%	0%[59 µM]	-12%	-3%	-8%	29%	/	Cc1ccc(-n2ncc(-c3nnc(SCC(=O)NC4CCCC4)o3)c2N)cc1C
-12	-8%	-11%	11%[59 µM]	-7%	-2%	-22%	42%[activator]	5%	CCC(=O)Nc1ccc(Cl)c(NC(=O)c2ccc(Br)o2)c1
0	-7%	-1%	9%	4%	-8%	?	10%	-14%	Cn1c(N)c(Sc2ccc([N+](=O)[O-])cc2)c(=O)n(C)c1=O
-2	-2%	0%	8%[59 µM]	0%	9%	-23%	40%[activator]	5%	COc1ccc(N2CC(NC(=O)c3cc4ccccc4o3)CC2=O)cc1 (centres undefined)
-2	3%	-24%	-34%[59 µM]	0%	-9%	-15%	4%	-24%	COc1ccc(-c2nc(SCC(=O)Nc3ccc4c(c3)OCCO4)c(-c3ccc(F)cc3)[nH]2)cc1
10	-1%	1%	-2%	-8%	1%	4%	44%[activator]	3%	COc1ccc(CCC2(C)NC(=O)NC2=O)cc1 (centres undefined)
5	-8%	0%	22%[59 µM]	-11%	-4%	-12%	19%	-4%	CCOc1ccc2oc(-c3ccccc3)c(C(=O)O)c2c1
5	11%	-1%	?	6%	7%	?	-28%	?	CCCOc1ccc(C(=O)NNC(=S)NC(=O)c2cc(-c3ccccc3)nc3ccccc23)cc1
-8	-2%	-1%	50µM*	-1%	21%	?	?	?	CN(C)CCNS(=O)(=O)c1ccc(N2CCc3ccccc32)c([N+](=O)[O-])c1
1	0%	-3%	7%	13%	-8%	-12%	13%	-11%	CCOn1c(=O)c(-c2ccccc2)[n+]([O-])c2ccccc21

G9a block, entries above that show a hit.
PI4K2A inh	PGK inhibitor	Pin1 inh	G9a block	ERG Ets-DNA blk	GLS inh	JMJD2A Tudor	HP1b chromo inh	BAZ2B inh	compound
-5	-7%	?	20µM*	-2%	?	?	?	40µM*	O=C(O)c1cc(N/N=C/c2c(O)ccc3ccccc23)ccc1Cl
-8	-2%	-1%	50µM*	-1%	21%	?	?	?	CN(C)CCNS(=O)(=O)c1ccc(N2CCc3ccccc32)c([N+](=O)[O-])c1

Other records
PI4K2A inh	PGK inhibitor	Pin1 inh	G9a block	ERG Ets-DNA blk	GLS inh	JMJD2A Tudor	HP1b chromo inh	BAZ2B inh	compound
2	3%	14%	?	16%	5%	11µM*	?	6.3µM*	COc1ccc2cc1Oc1ccc(cc1)CC1c3c(cc(OC)c4c3Oc3cc5c(cc3O4)CCNC5C2)CCN1C (centres undefined)
0	5%	2%	-6%[59 µM]	-2%	0%	-1%	20%	-1%	CSc1ncc(C(=O)NCc2ccccc2)c(-c2ccccc2)n1
5	5%	-13%	?	15%	-20%	-14%	35%	?	CC(C)(C#CCN1CCCCC1)OCCOC(c1ccccc1)c1ccccc1
-2	-4%	7%	40µM*	12%	7%	0%	27%	13%	CC(OC(=O)CCCN=C1NS(=O)(=O)c2ccccc21)C(=O)N(C)c1ccccc1 (centres undefined)
1	i	3%	-18%[59 µM]	-25%	-13%	-11%	3%	/	CCOc1ccccc1NC(=O)CSc1nc2cc(OC)c(OC)cc2c2nc(-c3ccccc3)nn12
2	-9%	1%	?	2%	1%	-12%	11%	-3%	CC(C)N1CCC(n2nccc2NC(=O)c2ccc3c(c2)OCO3)CC1
4	0%	1%	/	18%	-8%	22µM*	?	25µM*	CN(C)c1ccc(P(=O)(COc2ccc([N+](=O)[O-])cc2)c2ccc(N(C)C)cc2)cc1

Part of the list above in order of molecular weight, low to high.
PI4K2A inh	PGK inhibitor	Pin1 inh	G9a block	ERG Ets-DNA blk	GLS inh	JMJD2A Tudor	HP1b chromo inh	BAZ2B inh	compound
0	5%	2%	-6%[59 µM]	-2%	0%	-1%	20%	-1%	CSc1ncc(C(=O)NCc2ccccc2)c(-c2ccccc2)n1
2	-9%	1%	?	2%	1%	-12%	11%	-3%	CC(C)N1CCC(n2nccc2NC(=O)c2ccc3c(c2)OCO3)CC1
5	5%	-13%	?	15%	-20%	-14%	35%	?	CC(C)(C#CCN1CCCCC1)OCCOC(c1ccccc1)c1ccccc1
1	i	3%	-18%[59 µM]	-25%	-13%	-11%	3%	/	CCOc1ccccc1NC(=O)CSc1nc2cc(OC)c(OC)cc2c2nc(-c3ccccc3)nn12
